TROY signal inh = inhibitors of TROY-driven NF-kB signaling, primary screen, Q293 LMP1-TROYcd cells, NF-kB luciferase, uHTS. Q293 LMP1-TROYcd NF-kB luciferase reporter, 4 h. inhibition, % at 10 µM. 360,000 tested, 0.98% active. AID 1347056, 2019;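 active = compounds whose plate-normalised and pattern-corrected inhibition of the luciferase reporter signal at the single screening dose is 50% or more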
COUP-TFII inh = NR2F2 transcriptional activity inhibitors, primary screen, cell-based, luciferase reporter, HEK293T, luminescence | HEK293T NGFI-A luciferase reporter | inhibition, % at 8.6 µM | 370,000 tested, 0.7% active;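 active = inhibition above a per-plate cutoff, mean inhibition of test wells between control levels plus 3 SD, cut at about 38% in these data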;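 note: cells cotransfected with COUP-TFII expression vector driving the NGFI-A reporter; 0% = median of COUP-TF2 test wells and 100% = reporter-only cells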
Target sequence (P24468 whole entry, looked up): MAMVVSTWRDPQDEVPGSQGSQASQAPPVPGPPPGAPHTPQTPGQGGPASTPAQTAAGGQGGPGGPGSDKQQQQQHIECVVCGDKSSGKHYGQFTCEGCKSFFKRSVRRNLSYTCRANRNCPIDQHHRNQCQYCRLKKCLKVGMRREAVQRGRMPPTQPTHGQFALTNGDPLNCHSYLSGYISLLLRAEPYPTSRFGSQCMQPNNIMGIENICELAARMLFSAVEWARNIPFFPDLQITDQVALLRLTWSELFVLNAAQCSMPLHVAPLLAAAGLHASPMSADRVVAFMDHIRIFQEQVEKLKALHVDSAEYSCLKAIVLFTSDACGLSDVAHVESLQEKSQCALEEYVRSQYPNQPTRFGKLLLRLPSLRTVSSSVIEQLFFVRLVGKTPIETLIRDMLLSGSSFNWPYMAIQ
TWEAK-Fn14 inh = inhibitors of TWEAK-Fn14 signaling, primary screen, luciferase reporter cells, uHTS; TWEAK-stimulated Fn14 reporter cells, luciferase luminescence, 8 h; inhibition, % at 10 µM; 360,000 tested, 2% active; AID 1159606, 2016; in the data active = inhibition above about 50%
Granule exo inh = LAMP-1 surface exposure blockers, TALL-104 cells – cell-based, flow cytometry, MLPCN library, primary screen; TALL-104 LAMP-1 surface exposure; cells stimulated with thapsigargin and PMA; inhibition, % at 10 µM; 360,000 tested, 0.66% active; AID 651702, 2012;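 active = inhibition above about 55%, limit read from the data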
TLR9-MyD88 block = inhibitors of TLR9-MyD88 association in cells, primary screen, cell-based, CHO, BLA complementation, fluorescence. 340,000 tested, 0.21% active. AID 504734, 2011. inhibition, % at 4.98 µM. Toll-like receptor 9 (Homo sapiens) + Myeloid differentiation primary response protein …. CCF4 FRET ratio;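 active = inhibition above the mean over all tested compounds plus 3 SD, cut at about 21% in these data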;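 note: 0% = DMSO only wells and 100% = clavulanate BLA inhibitor control wells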
NCOA2 inhibitor = inhibition of GAL4-SRC2 driven luciferase reporter, primary screen, SRC2 inhibitor project, cell-based, luminescence. Nuclear receptor coactivator 2 (Homo sapiens), Q15596. HEK293 GAL4-SRC2 luciferase reporter. inhibition, % at 9 µM. 370,000 tested, 0.17% active;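 active = inhibition above the mean inhibition of all tested compounds plus 3 SD, set per campaign, cut at about 52% in these data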;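 note: 0% = DMSO treated cells and 100% = cells given Gossypol at 36 µM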
NOD2 RIPK2 PPI = NOD2-RIPK2 binding disruptors in cells, primary screen, fluorescence, CHO cells, BLA complementation; Receptor-interacting serine/threonine-protein kinase 2 (Homo sapiens), O43353; CCF4 ratio; inhibition, % at 4.98 µM; 360,000 tested, 0.38% active; AID 624267, 2012; in the data active = inhibition above about 21%;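 note: 0% = vehicle only and 100% = reference blocker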
SRC1 inh = SRC1 coactivator transcriptional activity inhibitors, primary screen, cell-based, luminescence; inhibition, % at 3.6 µM; HEK293 GAL4-SRC1 luciferase reporter; AID 588354, 2011; 360,000 tested, 0.12% active; Nuclear receptor coactivator 1 (Homo sapiens), Q15788;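 active = inhibition above the campaign mean plus 3 SD, with each screening campaign given its own cutoff, cut at about 60% in these data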;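 note: 0% = DMSO treated cells and 100% = gossypol at 36 µM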
ABHD5 PLIN5 PPI = ABHD5-PLIN5 interaction inhibitors, primary screen, cell lysate, split luciferase complementation, luminescence. Perilipin-5 (Homo sapiens) + 1-acylglycerol-3-phosphate O-acyltransferase ABHD5 (Homo …. Split G. princeps luciferase complementation, 4 h. inhibition, % at 4 µM. 360,000 tested, 0.78% active. AID 602281, 2012;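 active = inhibition above the mean inhibition across every tested compound plus 3 SD, cut at about 22% in these data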;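 note: 0% = DMSO only wells and the 100% control is not disclosed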
SRC3 inh = SRC3 coactivator transcriptional activity inhibitors, primary screen, cell-based, luminescence; HEK293 GAL4-SRC3 luciferase reporter; AID 588352, 2011; inhibition, % at 3.6 µM; Nuclear receptor coactivator 3 (Homo sapiens), Q9Y6Q9; 360,000 tested, 0.17% active;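 active = inhibition above a per-campaign cutoff, the mean of all compounds plus 3 SD, cut at about 60% in these data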;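 note: 0% = DMSO-treated cells and 100% = gossypol-treated cells at 36 µM; higher means less SRC3-driven luciferase light from the GAL4 reporter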
LRH-1 inv ag = LRH-1 (NR5A2) inverse agonists, primary screen, cell-based, luminescence, HEK293T, StAR-luciferase reporter. Nuclear receptor subfamily 5 group A member 2 (Homo sapiens), O00482. LRH-1 transfected, 24 h. inhibition, % at 3.6 µM. 360,000 tested, 0.13% active. AID 602396, 2012;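 active = inhibition above the mean inhibition of all tested compounds plus 3 SD, cut at about 73% in these data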;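 note: 0% = DMSO wells and 100% = reporter-only cells lacking LRH-1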
Target sequence (O00482 whole entry, looked up): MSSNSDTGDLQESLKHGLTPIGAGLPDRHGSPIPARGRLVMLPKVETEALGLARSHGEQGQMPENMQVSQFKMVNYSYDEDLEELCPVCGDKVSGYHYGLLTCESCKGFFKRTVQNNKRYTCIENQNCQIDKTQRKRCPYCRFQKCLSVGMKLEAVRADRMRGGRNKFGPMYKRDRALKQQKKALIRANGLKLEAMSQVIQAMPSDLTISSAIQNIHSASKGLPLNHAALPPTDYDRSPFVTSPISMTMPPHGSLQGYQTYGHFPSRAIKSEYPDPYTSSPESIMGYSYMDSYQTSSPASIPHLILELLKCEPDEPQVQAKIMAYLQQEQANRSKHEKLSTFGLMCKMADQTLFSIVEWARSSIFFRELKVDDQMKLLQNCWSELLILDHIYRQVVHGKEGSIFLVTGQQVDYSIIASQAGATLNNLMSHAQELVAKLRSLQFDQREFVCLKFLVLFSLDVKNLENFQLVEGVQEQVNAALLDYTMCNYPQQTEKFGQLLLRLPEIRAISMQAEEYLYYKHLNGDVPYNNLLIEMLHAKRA
Starred values were filed as active, the others as inactive; / = no result given. A portion of the library, so the mix of outcomes need not match the whole.

Start of the listing, in advance:
item	molecule	TROY signal inh	COUP-TFII inh	TWEAK-Fn14 inh	Granule exo inh	TLR9-MyD88 block	NCOA2 inhibitor
1	COc1ccc(/C=C/C(=O)NCC(=O)N/N=C(/C)c2ccc(Cl)cc2)cc1	14	2	-2	-4	10	-2
2	O=C(NNS(=O)(=O)c1ccc(Br)cc1)c1csnn1	-2	12	-7	2	2	-5

item	NOD2 RIPK2 PPI	SRC1 inh	ABHD5 PLIN5 PPI	SRC3 inh	LRH-1 inv ag
1	1	-4	-5	-4	7
2	-5	3	8	14	-1

This part in full, repeating the preview:
item	molecule	TROY signal inh	COUP-TFII inh	TWEAK-Fn14 inh	Granule exo inh	TLR9-MyD88 block	NCOA2 inhibitor
1	COc1ccc(/C=C/C(=O)NCC(=O)N/N=C(/C)c2ccc(Cl)cc2)cc1	14	2	-2	-4	10	-2
2	O=C(NNS(=O)(=O)c1ccc(Br)cc1)c1csnn1	-2	12	-7	2	2	-5
3	CC(C)[C@H](NC(=O)c1ccco1)C(=O)Nc1ccc(N2CCCCCC2)cc1	-6	-12	5	7	-2	-7
4	CCC(Sc1ncnc2sc(C)c(C)c12)C(=O)OC (stereo not given)	-10	1	-10	-2	11	-10
5	COc1ccc(OC)c(NC(=O)c2cc(-c3ccc(C)cc3O)n[nH]2)c1	-27	11	-20	-5	0	-7
6	CC(C)c1ccc(/C=N/NC(=O)c2nnn(-c3nonc3N)c2CN2CCOCC2)cc1	-9	4	-8	-2	-6	3
7	O=C(C1CCN(S(=O)(=O)c2ccccc2)CC1)N1CCN(c2ccccc2)CC1	-10	9	8	4	-9	5
8	CC(C)Oc1ccc(CNC(=S)N/N=C/c2cccnc2)cc1	-4	10	-11	-1	1	-9

item	NOD2 RIPK2 PPI	SRC1 inh	ABHD5 PLIN5 PPI	SRC3 inh	LRH-1 inv ag
1	1	-4	-5	-4	7
2	-5	3	8	14	-1
3	3	-24	-1	-4	0
4	9	-11	-1	-4	-9
5	-11	-2	0	-17	-43
6	0	-4	1	-5	-5
7	-12	7	-1	19	11
8	-7	-3	-2	-4	-15

Additional structures
item	molecule	TROY signal inh	COUP-TFII inh	TWEAK-Fn14 inh	Granule exo inh	TLR9-MyD88 block	NCOA2 inhibitor
9	CC(=O)c1ccc2c(c1)C1C=CCC1C(c1ccc(S(=O)(=O)N3CCOCC3)cc1)N2 (stereo not given)	12	9	-7	-7	2	-20
10	CCCCN(CC)S(=O)(=O)c1ccc(C(=O)Nc2nnc(-c3ccccc3Cl)o2)cc1	-2	/	-133	-4	4	/
11	Cc1cc(C)n(-c2nc(NCCCN(C)C)c3c4c(sc3n2)COC(C)(C)C4)n1	21	-2	-1	10	/	18
12	Nc1nc(-c2ccco2)nn1C(=O)c1ccc(Cl)cc1	13	12	-5	-2	-2	8
13	COc1ccc(-n2c(C)c3c(OC)cccc(=O)c3c2C)cc1	6	6	18	-2	0	-3
14	COCC(=O)NC1CCCCCC1	-5	-2	-3	0	2	6
15	O=C(O)c1cc(NN=Nc2cccc(S(=O)(=O)O)c2)cc([N+](=O)[O-])c1	12	10	6	5	8	-14
16	O=C(O)c1cccc(NC(=S)NC(=O)c2ccc3ccccc3c2)c1	-31	7	20	8	7	-5

item	NOD2 RIPK2 PPI	SRC1 inh	ABHD5 PLIN5 PPI	SRC3 inh	LRH-1 inv ag
9	-5	-21	7	0	-27
10	-11	-14	-4	17	-4
11	-11	8	5	9	-4
12	8	7	4	3	12
13	9	9	4	17	-15
14	-3	9	-6	8	5
15	-7	3	-2	6	-1
16	-2	-60	-6	-60	-84

Other compounds follow.
item	molecule	TROY signal inh	COUP-TFII inh	TWEAK-Fn14 inh	Granule exo inh	TLR9-MyD88 block	NCOA2 inhibitor
17	S=C(/N=c1/sccn1Cc1ccccc1)NC1CC1	-3	16	-8	49	4	-3
18	O=C(CN1CCN(c2ccccc2)CC1)Nc1nnc(-c2ccccc2)s1	-3	-20	9	-2	0	-24
19	CC(=O)c1c(C)nc2ccc(Br)cc2c1C(=O)O	-2	5	11	21	-4	-49
20	O=C(Nc1cccc(F)c1)c1ccc(Br)o1	-49	-17	-9	0	1	-31
21	COc1cccc(NC(=O)Nc2nc(SC)ns2)c1	-10	-47	56*	29	3	-27
22	NC(=O)c1cccc([N+](=O)[O-])c1	-10	17	-24	-1	-14	-5
23	COc1ccc(N2C(=O)C3CCCN3C2c2ccccc2F)cc1 (stereo not given)	-12	3	9	-2	1	9
24	O=C(Nc1ccc2oc(-c3ccncc3)nc2c1)c1ccc(F)cc1	16	-3	8	1	1	2

item	NOD2 RIPK2 PPI	SRC1 inh	ABHD5 PLIN5 PPI	SRC3 inh	LRH-1 inv ag
17	2	-22	-1	-10	5
18	0	-8	-3	-13	9
19	-4	0	0	7	5
20	-2	-44	6	-40	-34
21	-1	-61	1	-70	-147
22	-4	11	2	19	4
23	4	-14	0	9	-10
24	-10	1	0	4	14

(more compounds)
item	molecule	TROY signal inh	COUP-TFII inh	TWEAK-Fn14 inh	Granule exo inh	TLR9-MyD88 block	NCOA2 inhibitor
25	Cc1ccc(S(=O)(=O)NCCN2CCN(S(=O)(=O)c3ccccc3Cl)CC2)cc1	7	-15	17	-4	5	5
26	Cc1cc(C)cc(NCc2cc(=O)oc3cc(-c4ccccc4)c(O)cc23)c1	-17	-1	-5	2	2	2
27	CN(Cc1ccncc1)C(=O)[C@@H]1CCCN1C(=O)[C@@H]1CCCN1	-13	-2	10	-1	/	0
28	Cc1cc(C)c(S(=O)(=O)n2cnc3ccccc32)c(C)c1	4	18	0	0	0	0
29	CCOC(=O)N1CCN(C(=O)c2cc(OCC)c(OCC)c(OCC)c2)CC1	-16	12	-7	-1	-2	-12
30	Cc1ccc(C(=O)n2nc(-n3cccc3)c3c(C)cc(C)nc32)cc1	38	30	34	-3	-3	10
31	CC(C)(C)c1[nH]nc2c1C(c1ccc(OC(=O)c3ccco3)cc1)C(C#N)=C(N)O2 (stereo not given)	-2	2	1	-1	-3	-3
32	OCCC1CN(Cc2ccon2)CCN1CCc1ccccc1 (stereo not given)	7	10	14	2	-2	0

item	NOD2 RIPK2 PPI	SRC1 inh	ABHD5 PLIN5 PPI	SRC3 inh	LRH-1 inv ag
25	1	0	7	1	12
26	-8	9	-3	-1	-6
27	-5	/	13	/	5
28	8	0	-2	-2	15
29	-1	2	8	3	-2
30	-4	3	5	32	5
31	-9	-10	6	9	-11
32	-2	16	11	12	2

Following part
item	molecule	TROY signal inh	COUP-TFII inh	TWEAK-Fn14 inh	Granule exo inh	TLR9-MyD88 block	NCOA2 inhibitor
33	Fc1ccc(CN2CCCCCCC2)cc1	-1	5	8	0	-23	5
34	CCCNC(=O)C1(C)CCN(C(=O)c2cc(C)n(C(C)(C)C)n2)C1 (stereo not given)	12	18	-4	2	/	-12
35	O=C(CCCc1nc2ccccc2s1)N1CCN(c2ccccc2F)CC1	-6	9	-12	-7	6	-28
36	Cc1nc(SCC(=O)Nc2ccccc2Cl)c2c(C)c(C)sc2n1	3	11	-66	5	-2	-1
37	O=C(CSc1n[nH]c(=O)n1Cc1ccco1)c1ccc(F)cc1	-21	18	-6	-1	/	2
38	COc1ccc(OCc2cc(C(=O)NC3CCc4ccccc43)no2)c(Cl)c1 (stereo not given)	-6	6	0	-2	-9	18
39	CCOC(=O)/C(=N\Nc1ccc(Cl)cc1)c1csc(Nc2ccccc2)n1	-29	-12	-1	2	12	-5
40	CCC(=O)NC(c1cc(Cl)c2ccccc2c1O)C1CC1 (stereo not given)	4	-1	-10	15	0	-7

item	NOD2 RIPK2 PPI	SRC1 inh	ABHD5 PLIN5 PPI	SRC3 inh	LRH-1 inv ag
33	-4	5	-12	-3	4
34	-10	-4	7	-4	7
35	0	-7	-1	-3	-2
36	-20	-37	-4	-27	-7
37	4	-3	2	-40	-2
38	-9	-15	-5	-16	14
39	-5	2	-5	-3	-3
40	-6	1	-8	9	-26

Reformatted with two lines to a compound: 7 of the compounds above.
The line under a structure holds: TROY signal inh, COUP-TFII inh, TWEAK-Fn14 inh, Granule exo inh, TLR9-MyD88 block, NCOA2 inhibitor, NOD2 RIPK2 PPI, SRC1 inh, ABHD5 PLIN5 PPI, SRC3 inh, LRH-1 inv ag
35: O=C(CCCc1nc2ccccc2s1)N1CCN(c2ccccc2F)CC1
  -6, 9, -12, -7, 6, -28, 0, -7, -1, -3, -2
36: Cc1nc(SCC(=O)Nc2ccccc2Cl)c2c(C)c(C)sc2n1
  3, 11, -66, 5, -2, -1, -20, -37, -4, -27, -7
33: Fc1ccc(CN2CCCCCCC2)cc1
  -1, 5, 8, 0, -23, 5, -4, 5, -12, -3, 4
38: COc1ccc(OCc2cc(C(=O)NC3CCc4ccccc43)no2)c(Cl)c1 (stereo not given)
  -6, 6, 0, -2, -9, 18, -9, -15, -5, -16, 14
40: CCC(=O)NC(c1cc(Cl)c2ccccc2c1O)C1CC1 (stereo not given)
  4, -1, -10, 15, 0, -7, -6, 1, -8, 9, -26
37: O=C(CSc1n[nH]c(=O)n1Cc1ccco1)c1ccc(F)cc1
  -21, 18, -6, -1, /, 2, 4, -3, 2, -40, -2
34: CCCNC(=O)C1(C)CCN(C(=O)c2cc(C)n(C(C)(C)C)n2)C1 (stereo not given)
  12, 18, -4, 2, /, -12, -10, -4, 7, -4, 7

Next part.
item	molecule	TROY signal inh	COUP-TFII inh	TWEAK-Fn14 inh	Granule exo inh	TLR9-MyD88 block	NCOA2 inhibitor
41	COCC(C)NC(=S)NCCc1ccc(Cl)cc1Cl (stereo not given)	3	2	9	-1	-15	-15
42	O=C(c1cccc(S(=O)(=O)N2CCCCC2)c1)N1CCN(S(=O)(=O)c2ccc(F)cc2)CC1	-2	0	-5	0	2	-1
43	Cc1cccc(NC(=O)CC2NCCNC2=O)c1 (stereo not given)	-29	-11	1	3	5	2
44	CC(Oc1ccc(Cl)cc1)C(=O)N(C)CC(=O)Nc1ccc(N2CCOCC2)cc1 (stereo not given)	4	-6	8	4	-12	-34
45	O=C(Nc1ccc(F)c(Cl)c1)c1cc(C2CCCCN2C(=O)CCc2ccccc2)on1 (stereo not given)	10	22	15	3	/	-34

item	NOD2 RIPK2 PPI	SRC1 inh	ABHD5 PLIN5 PPI	SRC3 inh	LRH-1 inv ag
41	5	5	-3	-7	-4
42	-4	3	4	14	-12
43	-10	-23	0	-34	9
44	6	7	-3	3	5
45	11	8	-12	8	-7
